Compound activity from PubChem BioAssay.
Mcl1-Bid inh: Mcl-1/Bid interaction inhibition | 0.97% of 220,000 active | inhibition, % at 21.7 µM | TR-FRET Mcl-1/Bid-Dy647 peptide binding, 1536-well | Q07820;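 active = compounds that cut the binding signal by more than half at the single screening dose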;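 note: His-tagged Mcl-1 with europium anti-His antibody binding Bid BH3 peptide; 0% = Mcl-1 plus peptide wells and 100% = peptide-only wells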
Bcl-B Bim block: disrupts Bim peptide binding to human Bcl-B. Q9HD36. bead-based flow cytometry. inhibition, % at 10 µM. 0.073% of 190,000 active. AID 951;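 note: 0% = tracer peptide without compound and 100% = reference inhibitor peptide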
Bim-Bfl-1: human Bim-Bfl-1 interaction inhibition; Q16548; Bead-based flow cytometry, Bim-Bfl-1 binding inhibition; inhibition, % at 10 µM; 0.12% of 190,000 active; AID 1008;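 note: 0% = wells without compound plus tracer and 100% = blocker peptide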
Mcl1-Noxa inh: Mcl-1/Noxa interaction inhibition. Q07820. TR-FRET Mcl-1/Noxa peptide binding, 2 h. inhibition, % at 21.7 µM. 1.5% of 220,000 active. AID 1022;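 active = compounds that cut the protein-peptide binding signal by more than 50% relative to plate controls in a single-dose test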;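 note: His-tagged Mcl-1 with rhodamine Noxa BH3 peptide and terbium anti-His antibody; 0% = Mcl-1 plus Noxa peptide wells and 100% = peptide-only wells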
Bim-Bcl-2: disrupts Bim peptide binding to human Bcl-2 | Bead-based flow cytometry, Bim peptide-Bcl-2 binding | inhibition, % at 10 µM | 0.06% of 190,000 active; in the data active = inhibition above about 40%; inconclusive = no clear call, values can overlap the other calls;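 note: 0% = no compound wells with probe peptide and 100% = reference peptide inhibitor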
Target sequence (P10415 whole entry, looked up): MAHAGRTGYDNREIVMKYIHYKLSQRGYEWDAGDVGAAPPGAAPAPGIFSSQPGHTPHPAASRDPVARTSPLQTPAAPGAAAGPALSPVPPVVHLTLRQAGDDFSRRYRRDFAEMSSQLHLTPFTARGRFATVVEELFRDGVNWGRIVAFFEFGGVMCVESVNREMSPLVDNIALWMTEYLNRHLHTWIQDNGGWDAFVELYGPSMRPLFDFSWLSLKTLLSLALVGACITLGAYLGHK
RGS8-Gao: human RGS8-Galphao interaction regulation | response (percent of control binding), % at 10 µM | multiplexed bead flow cytometry, RGS8-Galphao binding; actives lie on both sides | 0.34% of 220,000 active | P09471; in the data active = response below about 60% or above about 140%; inactive = in between;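 note: Galphao activated as the GDP aluminium fluoride complex binding bead-coupled RGS8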
Target sequence (P09471 whole entry, looked up): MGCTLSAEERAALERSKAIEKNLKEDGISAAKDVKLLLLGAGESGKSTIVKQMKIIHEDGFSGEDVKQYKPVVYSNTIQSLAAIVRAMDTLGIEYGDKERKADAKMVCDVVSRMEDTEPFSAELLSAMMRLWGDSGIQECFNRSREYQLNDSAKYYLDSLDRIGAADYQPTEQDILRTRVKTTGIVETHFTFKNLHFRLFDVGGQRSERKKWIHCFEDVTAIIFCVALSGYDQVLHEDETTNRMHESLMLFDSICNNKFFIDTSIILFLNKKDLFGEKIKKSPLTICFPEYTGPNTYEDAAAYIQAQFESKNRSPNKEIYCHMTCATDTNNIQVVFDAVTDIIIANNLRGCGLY
Bcl-W Bim block: disrupts Bim peptide binding to human Bcl-W; Q92843; bead-based flow cytometry; inhibition, % at 10 µM; 0.02% of 190,000 active; AID 952;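 note: 0% = bound tracer without compound and 100% = peptide blocker; higher means less fluorescent Bim peptide bound to Bcl-W beads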
Target sequence (Q92843 whole entry, looked up): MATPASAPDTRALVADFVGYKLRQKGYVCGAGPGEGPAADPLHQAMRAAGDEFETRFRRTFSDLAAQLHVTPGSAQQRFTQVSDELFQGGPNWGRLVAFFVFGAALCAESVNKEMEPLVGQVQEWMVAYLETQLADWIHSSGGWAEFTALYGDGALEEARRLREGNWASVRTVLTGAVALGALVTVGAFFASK
RGS7-Gao reg: human RGS7-Galphao interaction regulation. P09471. Multiplexed bead flow cytometry, RGS7-Galphao binding; actives lie on both sides. binding response (% of control), % at 10 µM. 0.35% of 220,000 active. AID 1439; in the data active = binding response below about 49% or above about 150%; inconclusive = no clear call, values can overlap the other calls; inactive = in between;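 note: fluorescent Galphao held in activated GDP-AlF4 state binding bead-coupled RGS7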
Bim-Mcl-1: disrupts Bim peptide binding to human Mcl-1. Bead-based flow cytometry, Bim peptide-Mcl-1 binding. inhibition, % at 10 µM. AID 1009. Q07820. 0.1% of 190,000 active;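 note: 0% = no compound tracer wells and 100% = peptide blocker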
RGS4-Gao reg: modulates binding of RGS4 to human Galphao. P09471. Multiplexed bead flow cytometry; actives lie on both sides. binding response (% of control), % at 10 µM. 0.33% of 220,000 active; in the data active = binding response below about 49% or above about 150%; inactive = in between;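 note: fluorescent Galphao activated with aluminum fluoride binding bead-coupled RGS4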
Bcl-XL Bim block: human Bim-Bcl-XL interaction inhibition | Q07817 | Bim peptide-Bcl-XL binding, bead flow cytometry, fluorescence | inhibition, % at 10 µM | 0.04% of 190,000 active | AID 1007
Target sequence (Q07817 whole entry, looked up): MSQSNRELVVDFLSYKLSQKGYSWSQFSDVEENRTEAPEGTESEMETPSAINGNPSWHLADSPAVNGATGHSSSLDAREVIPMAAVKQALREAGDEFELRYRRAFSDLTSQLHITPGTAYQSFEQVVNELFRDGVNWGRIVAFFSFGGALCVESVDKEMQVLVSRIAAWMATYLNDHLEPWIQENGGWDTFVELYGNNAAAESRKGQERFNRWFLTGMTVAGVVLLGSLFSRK
Active calls of the source: *; ? = inconclusive; . = no result given. Cut-off read from the data, not from the text of the source, unless noted: active = inhibition above about 40%.

SMILES | Mcl1-Bid inh | Bcl-B Bim block | Bim-Bfl-1 | Mcl1-Noxa inh | Bim-Bcl-2 | RGS8-Gao | Bcl-W Bim block | RGS7-Gao reg | Bim-Mcl-1 | RGS4-Gao reg | Bcl-XL Bim block
CCOC(=O)C(Sc1nnc2c3ccccc3n(CC)c2n1)C(=O)OCC | -43 | -4 | 12 | 13 | 6 | 90 | 10 | 113 | 0 | 94 | -1
CCOc1ccc(/C=C2\C(=O)c3ccccc3OC2c2ccccc2)cc1 (centres undefined) | 6 | -7 | -7 | 5 | -1 | 99 | 2 | 98 | -3 | 98 | -1
Cc1ccccc1NC(=O)c1cnc(Nc2nc3ccccc3s2)nc1C | -4 | 0 | 0 | 0 | 2 | 102 | -1 | 107 | -3 | 108 | -2
CCOCC(=O)N1CCN(c2ccc(F)cc2)CC1 | -20 | -1 | -12 | 11 | -7 | 101 | 0 | 107 | 0 | 107 | 8
CCOc1ccccc1C1C(C#N)=C(N)SC(N)=C1C#N | -46 | -1 | 4 | 18 | 0 | 100 | -2 | 105 | -1 | 101 | 0
CC(=O)c1c(C)[nH]c(C(=O)OCc2c(F)cccc2Cl)c1C | -11 | -3 | -7 | 1 | -2 | 103 | -3 | 102 | -1 | 101 | -3
CCCc1nc(N)nc2c1C(=O)CC(C)(C)C2 | -18 | -8 | -13 | -12 | -5 | 98 | 4 | 98 | 0 | 98 | 3
CN(C)CCCN=Cc1c(-c2ccccc2)[nH]n(-c2nc3ccccc3s2)c1=O | -28 | -3 | -5 | -17 | -5 | 105 | 0 | 102 | -2 | 106 | 0
O=C(c1cccc(S(=O)(=O)N2CCCC2)c1)N1CCN(c2ccccc2)CC1 | -23 | -5 | -14 | . | -8 | 102 | 0 | 102 | -2 | 101 | -2
COc1ccc(-c2cn(-c3ccc(C)cc3)c(=O)n2CC(=O)Nc2cccc(F)c2)cc1 | -14 | 0 | -1 | -14 | 1 | 101 | -3 | 98 | -2 | 100 | -9
Cc1ccc(C(=O)Nc2nnc(C)s2)o1 | 0 | -4 | -9 | 11 | -2 | 98 | 1 | 94 | 0 | 97 | -4
CCc1c(C)c(C#N)c2nc3ccccc3n2c1NCc1ccco1 | -15 | 0 | -3 | 6 | -1 | 113 | 0 | 116 | 0 | 113 | 6
CCn1nnnc1SCC(=O)N1c2ccccc2CCc2ccccc21 | 13 | -11 | -23 | 27 | -16 | 94 | -4 | 92 | -1 | 93 | -9
Cc1ccc(S(=O)(=O)NC(CC(C)C)C(=O)NCc2ccco2)cc1 (centres undefined) | -11 | -4 | -2 | 5 | -2 | 98 | -6 | 94 | -2 | 97 | -4
NNC(=O)c1cncn1-c1ccc(F)cc1 | -19 | -1 | 0 | 3 | 0 | 101 | 0 | 99 | 4 | 101 | 0
COc1ccc(NC(C)=O)cc1S(=O)(=O)NC(Cc1ccccc1)C(=O)O (centres undefined) | -3 | . | . | 11 | . | 102 | . | ? | . | 104 | .
O=C(COC(=O)/C=C/c1ccco1)NCc1ccc2c(c1)OCO2 | -30 | -6 | -6 | 9 | -2 | 100 | -1 | ? | -3 | 102 | 0
O=C(CSc1ncccn1)N/N=C/c1cccs1 | -14 | -2 | 1 | 10 | -2 | 100 | -3 | 97 | -2 | 98 | -6
CC1=C(CCN2CCN(C3CCCC3)C(CCO)C2)C(C)(C)CCC1 (centres undefined) | -24 | -6 | -8 | 5 | -5 | 100 | -4 | 102 | -8 | 102 | -3
Cc1ccc(N=Nc2c(=O)[nH]n3c(C)cc(C)nc23)cc1 | -101 | 1 | -1 | -9 | 0 | 104 | 0 | 100 | 0 | 107 | 0
C=CCn1c(=O)c(C(=O)NCCNCC)c(O)c2ccccc21 | -7 | -9 | -15 | 7 | -15 | 102 | -7 | 102 | -3 | 100 | -9
CCOC(=O)c1cc(-c2ccc(C)cc2)nc2nc(SC)[nH]c(=O)c12 | -23 | -1 | 0 | 5 | -2 | 92 | -1 | 101 | -4 | 99 | -4
CCSc1nnc(NC(=O)CSc2nc3c(c(=O)n2-c2ccccc2)SCC3)s1 | -14 | -44 | -19 | 37 | -26 | 103 | -19 | 102 | -26 | 100 | -10
COC(=O)c1ccc(CSC(=N)N)o1 | 5 | -3 | -3 | 28 | 2 | 102 | 0 | 102 | 3 | 103 | 0
O=[N+]([O-])c1cccc(C=Nc2cc3c(cc2Br)OCCO3)c1 | -97 | -2 | -6 | -3 | -8 | 104 | -6 | 101 | -8 | 100 | -7

Part of the list above with just RGS7-Gao reg.
Molecule | RGS7-Gao reg
NNC(=O)c1cncn1-c1ccc(F)cc1 | 99
COc1ccc(NC(C)=O)cc1S(=O)(=O)NC(Cc1ccccc1)C(=O)O (centres undefined) | ?

More results:
SMILES | Mcl1-Bid inh | Bcl-B Bim block | Bim-Bfl-1 | Mcl1-Noxa inh | Bim-Bcl-2 | RGS8-Gao | Bcl-W Bim block | RGS7-Gao reg | Bim-Mcl-1 | RGS4-Gao reg | Bcl-XL Bim block
COc1ccc(OCC#CCn2ccnc2)cc1 | 36 | -4 | -5 | 39 | -8 | 102 | -1 | ? | -2 | 104 | -2
Cc1c(N/C(=N/S(=O)(=O)c2ccccc2)c2ccc(Cl)cc2)c(=O)n(-c2ccccc2)n1C | -26 | -8 | -15 | -4 | -7 | 99 | -2 | 104 | -2 | 101 | -4
O=C(N/N=C/c1sc(N2CCOCC2)nc1-c1ccccc1)c1ccccc1F | -34 | . | . | -20 | . | 97 | . | ? | . | 90 | .
O=c1cc(N2CCCC2)c(-c2ccccc2)n[nH]1 | -40 | -3 | -7 | 16 | -5 | 104 | 0 | 102 | 0 | 103 | -1
O=C(CSc1nnnn1C1CCCC1)Nc1ccc2c(c1)OCO2 | -21 | 1 | 0 | -9 | -4 | 102 | -3 | 111 | 1 | 104 | -2
Cc1ccc(N2C(=O)C3ON(c4ccccc4)C(CC(C)C)C3C2=O)cc1 (centres undefined) | -13 | . | . | 9 | . | 100 | . | ? | . | 102 | .
CCOC(=O)C1CCN(C(=O)COc2ccc(S(=O)(=O)NC(C)(C)C)cc2)CC1 | -15 | -4 | -2 | -8 | -2 | 96 | -2 | 94 | -1 | 97 | -5
CCOC(=O)N1CCN(C(=O)c2ccc3c(=O)n(CCc4ccccc4)c(=S)[nH]c3c2)CC1 | 3 | -9 | 1 | 4 | -1 | 101 | -2 | 104 | 0 | 101 | -4
COc1ccc(-n2c(C)cc(C=O)c2C)cc1Cl | -3 | -1 | 4 | 7 | -1 | 101 | 0 | 101 | 0 | 98 | 0
COCc1[nH][nH]c(=O)c1C=Nc1ccc(Cl)cc1 | -5 | -12 | -21 | 3 | -14 | 98 | -4 | 96 | -3 | 94 | -9
CCC1Sc2ccccc2N(CC(=O)NC2CCCCC2)C1=O (centres undefined) | -5 | -1 | -6 | 9 | -1 | 96 | 1 | 96 | 1 | 98 | -1
CC(C)OP(=O)(c1ccc(N(C)C)cc1)C(O)c1ccccc1 (centres undefined) | -101 | 0 | 0 | -3 | -1 | 102 | 0 | 91 | 1 | 106 | -1
Cc1ccc2nc(-c3sc4nc(C)cc(C)c4c3N)[nH]c2c1 | -22 | -5 | 2 | 2 | 1 | 119 | -2 | 106 | -2 | 103 | -4
COc1ccc(OC)c(Nc2nc(N)nc(-c3cc4ccccc4o3)n2)c1 | 0 | -4 | 0 | 9 | -3 | 99 | -2 | 98 | 0 | 100 | 0
COc1ccc(NC(=S)N2CCc3cc(OC)c(OC)cc3C2)cc1 | -157 | . | . | 11 | . | 103 | . | ? | . | 110 | .
COc1cc(C(=O)Nc2nc3ccccc3s2)ccc1OCc1c(C)noc1C | 19 | -1 | 0 | 3 | 0 | 100 | -1 | 98 | -2 | 100 | -2
COc1ccccc1NC(=O)NC1(C(=O)N2CCC(O)CC2)CCCCC1 | -16 | -8 | -9 | -7 | -11 | 97 | 1 | 102 | -1 | 100 | -4
CC(=O)N(CC(=O)O)c1ccccc1 | 9 | -6 | -1 | 28 | 0 | 86 | -3 | 96 | -4 | 94 | -6
Cn1c(SCC(=O)N2CCc3ccccc32)nc2cccnc21 | -10 | 0 | 0 | -1 | -1 | 101 | 0 | 96 | -1 | 100 | 0
COc1ccccc1-c1nc(C#N)c(N2CC(C)CC(C)C2)o1 (centres undefined) | -18 | -5 | -8 | -7 | 0 | 102 | -4 | ? | -1 | 103 | -7
O=C(CCN1C(=O)S/C(=C\c2cccs2)C1=O)Nc1nccs1 | -43 | -2 | -3 | 28 | 0 | 99 | -4 | 100 | 0 | 102 | -3
NS(=O)(=O)c1ccc(CNC(=O)c2ccc(Br)o2)cc1 | -16 | -2 | -10 | 10 | -8 | 106 | 0 | 106 | 1 | 104 | 4
COc1cc(-c2nnc(COC(=O)CSc3cc(C)c4ccccc4n3)o2)cc(OC)c1OC | 0 | -21 | -19 | 5 | -10 | 102 | -2 | 106 | -6 | 103 | -5
Cc1ccc(S(=O)(=O)N2CCN(C(=O)CSc3nnc(-c4ccco4)o3)CC2)cc1 | -16 | -4 | -8 | 6 | -6 | 100 | 0 | 100 | -2 | 99 | -3
CCC1(C)N([O-])C(C)=C(c2ccccc2)[N+]1=O (centres undefined) | -25 | -5 | -10 | 8 | -6 | 103 | 0 | 108 | -1 | 105 | 2
Following part.
SMILES | Mcl1-Bid inh | Bcl-B Bim block | Bim-Bfl-1 | Mcl1-Noxa inh | Bim-Bcl-2 | RGS8-Gao | Bcl-W Bim block | RGS7-Gao reg | Bim-Mcl-1 | RGS4-Gao reg | Bcl-XL Bim block
c1ccc(N2CCN(c3ncccn3)CC2)cc1 | -45 | -1 | -6 | 19 | -4 | 98 | 0 | 101 | 1 | 97 | 2
Cc1cccc(NC(=O)CSc2nnc(-c3n[nH]c4ccccc34)o2)c1 | -13 | -5 | -4 | -137 | -4 | 103 | -2 | 102 | -1 | 103 | -2
CN=C(Nc1ccc(C)c(C)c1)SC1CC(=O)N(c2ccc(OC)cc2)C1=O (centres undefined) | -11 | -4 | -5 | -11 | -3 | 107 | -2 | 103 | -2 | 107 | -3
COc1ccc(CC(=O)Nc2ccc(-c3noc(-c4cccc(OC)c4)n3)cc2)cc1 | 17 | -7 | -12 | -53 | -12 | 99 | 2 | 95 | 0 | 97 | -4
O=c1[nH]cnc2c1c(-c1ccccc1)cn2-c1ccc(Br)cc1 | -2 | -9 | -3 | 3 | -2 | 101 | -6 | 104 | -6 | 103 | -8
[O-]/C(=C(\C(=S)NCc1ccccc1)[n+]1ccccc1)c1ccc(Cl)cc1 | -36 | -11 | 11 | 14 | 3 | 112 | 5 | 107 | 1 | 106 | 3
CSc1ccccc1NC(=O)CN(C)CC(=O)Nc1cccc(Br)c1 | -54 | -3 | -3 | 9 | 0 | 103 | 0 | 101 | -2 | 102 | -4
COC(=O)[C@H](CCSC)NC(=O)NCc1cccs1 | -35 | -11 | -19 | -11 | -8 | 101 | -2 | 100 | -1 | 101 | -5
O=C(c1cc2ccccc2oc1=O)N(c1ccccc1)C1C=CS(=O)(=O)C1 (centres undefined) | -5 | 21 | 41* | -5 | 24 | 113 | 28 | 100 | 31 | 104 | 38
C[C@H](NC(=O)OCc1ccccc1)c1nnc([C@H](Cc2ccccc2)NC(=O)OC(C)(C)C)o1 | -19 | . | . | 21 | . | 102 | . | ? | . | 103 | .
NC(=O)C1CCN(C(=O)CN2CCN(c3cccc(C(F)(F)F)c3)CC2)CC1 | -9 | -6 | -13 | -6 | -5 | 100 | -3 | 101 | -1 | 101 | -6
OCCN1CCN(CCCc2c3c(cc4c2CCC4)CCC3)CC1 | 28 | 61* | 13 | 44 | 21 | 103 | 32 | 100 | 5 | 102 | 32
